Bioassay records as filed in PubChem BioAssay.
CXCR6 inh: CXCR6 receptor inhibitors, primary screen, cell-based, beta-arrestin, luminescence, CHO-K1 PathHunter, 1536-well | C-X-C chemokine receptor type 6 (Homo sapiens), O00574 | inhibition, % at 20 µM | 0.36% of 360,000 active | AID 602244, 2012; in the data active means inhibition above about 34%, passing the limit was not always enough;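 further: antagonist mode with CXCL16 agonist at 10 nM final; 0% = 10 nM CXCL16 with DMSO and 100% = unstimulated wells without agonist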
APJ ag: agonists of human apelin receptor APJ, primary screen, CHO-K1 cells, PathHunter beta-arrestin, luminescence | activation, % at 20 µM | AID 2520, 2010 | P35414 | 0.11% of 330,000 active | 0% DMSO wells, 100% apelin;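 active means activation more than six SD over the plate average, tested at 20 µM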;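 further: 0% = DMSO alone and 100% = apelin-13 at 10 nM; some results filed as inactive read as strong as hits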
Target sequence (P35414 whole entry, looked up): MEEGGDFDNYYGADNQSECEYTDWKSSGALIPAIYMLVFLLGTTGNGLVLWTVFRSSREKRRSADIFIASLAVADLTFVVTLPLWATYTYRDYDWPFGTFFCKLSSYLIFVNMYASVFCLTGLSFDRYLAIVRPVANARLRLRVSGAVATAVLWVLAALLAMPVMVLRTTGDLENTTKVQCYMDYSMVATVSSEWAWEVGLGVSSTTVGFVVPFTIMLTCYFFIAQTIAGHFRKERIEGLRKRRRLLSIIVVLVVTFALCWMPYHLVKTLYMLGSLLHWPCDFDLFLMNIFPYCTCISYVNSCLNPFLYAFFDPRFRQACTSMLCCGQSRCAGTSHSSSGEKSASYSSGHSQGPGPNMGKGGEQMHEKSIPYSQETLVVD
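Material: engineered CHO-K1 APJ arrestin reporter cells; amount: 1000 CHO-K1 reporter cells seeded per well; incubation: compound stimulation 90 min at 25 °C, detection 60 min; signal: luminescent beta-gal fragment complementation, chemiluminescent substrate; read-out basis: APJ agonist activity; controls: DMSO-only wells as negative, 10 nM Apelin-13 as positive control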
EBI2 block: EBI2 receptor antagonists, beta-arrestin recruitment, primary screen, cell-based, luminescence, 7a,25-OHC stimulation, uHTS. 7a,25-OHC stimulated. G-protein coupled receptor 183 (Homo sapiens), P32249. inhibition, % at 5 µM. 0.81% of 360,000 active; in the data active means inhibition above about 38%;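 further: enzyme fragment complementation signal reports receptor beta-arrestin coupling in cells; 0% = agonist plus DMSO wells and 100% = wells without agonist; some results beyond the cut were filed as inactive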
Mdm2 MdmX PPI: inhibitors of human Mdm2-MdmX association, primary screen, cell-based, luminescence, split luciferase, SaOS-2, uHTS. Protein Mdm4 (Homo sapiens) + E3 ubiquitin-protein ligase Mdm2 (Homo sapiens), …. SaOS-2 split-luciferase Mdm2/MdmX complementation. inhibition, % at 8 µM. 3% of 330,000 active;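 active means inhibition of at least 50% at 8 µM in the primary screen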
UPR CHOP act: activators of apoptotic CHOP UPR arm, primary screen, cell-based, CHO-CHOP luciferase reporter, luminescence, uHTS | activation, % at 10 µM | UPR activation; percent of tunicamycin response over DMSO baseline | 0.34% of 330,000 active;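 active means at 10 µM dose, activation of 40% or more, normalized to positive control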;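 further: 100% = tunicamycin at 10 µg/mL and 0% = DMSO alone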
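System: CHO CHOP reporter cells. Amount: 500 cells per well. Buffer or medium: F12 medium, 10% FBS. Compound dosing: one dose, 10 µM in 0.5% DMSO. Incubation: 6 h compound exposure at 37 °C after overnight seeding. Technique: Steady-Glo luciferase luminescence. Benchmarks: tunicamycin and DMSO controls.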
tim23-1 inh: growth inhibitors of tim23-1 mutant yeast, primary screen, luminescence, uHTS | AID 463212, 2010 | inhibition, % at 20 µM | 1.3% of 330,000 active | S. cerevisiae tim23-1 growth, BacTiter-Glo luminescence, 24 h;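 active means growth inhibition of the mutant yeast at or above 50%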;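 further: temperature-sensitive mutant grown at 25 °C; plate controls were DMSO-treated mutant yeast for no effect and medium wells lacking yeast for full effect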
XBP1 UPR activ: activators of adaptive XBP1 UPR arm, primary screen, cell-based, CHO-XBP1 luciferase reporter, luminescence, uHTS. IRE1-XBP1 UPR activation; percent of tunicamycin response, DMSO as zero. activation, % at 20 µM. 0.33% of 330,000 active. AID 463104, 2010;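 active means versus positive control, 20 µM dose yields 30% or more activation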;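 further: 100% = tunicamycin at 10 µg/mL and 0% = DMSO only wells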
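Material – CHO cell line with stable XBP1 luciferase reporter · Buffer or medium – F12 plus 10% FBS · Compound – single point, 20 µM final compound, 1% DMSO · Schedule – 16-18 h cell attachment at 37 °C, then 6 h compound exposure · Signal – Steady-Glo luminescence read · Benchmarks – high control tunicamycin 10 µg/mL final, low control DMSO vehicle only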
APJ antagonist: antagonists of human apelin receptor APJ, primary screen, CHO-K1 cells, beta-arrestin complementation, luminescence. 0.32% of 330,000 active. P35414. inhibition, % at 20 µM;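 active means inhibition above about 40% at 20 µM, limit read from the data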;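 further: cells challenged with 10 nM apelin-13 agonist together with compound; plate controls were apelin-13 plus DMSO wells for no effect and DMSO wells lacking apelin-13 for full effect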
CCR6 antagonist: CCR6 receptor antagonists, primary screen, cell-based, CHO-K1, luminescence, beta-arrestin, uHTS; CHO-K1 CCR6 PathHunter beta-arrestin, CCL20-stimulated; inhibition, % at 20 µM; 0.49% of 340,000 active;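 active means compounds whose inhibition of the agonist-driven luminescence signal at 20 µM reaches about 50%, limit read from the data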;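 further: cells stimulated with CCL20 at 14 nM final; plate controls were DMSO with CCL20 for no effect and DMSO without agonist for full effect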
Target sequence (P51684 whole entry, looked up): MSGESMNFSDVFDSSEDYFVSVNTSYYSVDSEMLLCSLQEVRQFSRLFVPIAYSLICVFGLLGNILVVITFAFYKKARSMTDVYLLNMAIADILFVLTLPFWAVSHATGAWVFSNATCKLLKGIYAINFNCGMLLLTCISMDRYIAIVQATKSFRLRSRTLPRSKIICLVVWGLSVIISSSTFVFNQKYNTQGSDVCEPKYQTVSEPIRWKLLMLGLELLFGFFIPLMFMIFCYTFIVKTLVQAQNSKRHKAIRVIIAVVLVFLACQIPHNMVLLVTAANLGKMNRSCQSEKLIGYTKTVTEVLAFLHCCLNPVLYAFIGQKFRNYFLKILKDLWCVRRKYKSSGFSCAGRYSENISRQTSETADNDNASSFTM
The depositor's hits bear a star; · = no result given. An excerpt, so the mix of outcomes need not match the whole.

Molecule	EBI2 block	UPR CHOP act	CCR6 antagonist	APJ ag	CXCR6 inh	tim23-1 inh	XBP1 UPR activ	Mdm2 MdmX PPI	APJ antagonist
O=C(Nc1ccccc1C(=O)O)c1cccc(F)c1	-2	0.4	-10	-1	0	-9	0	39	14
CC1NC(=O)NC1CCCCCC(=O)Nc1ccc(F)cc1 (stereo not given)	-7	-0.9	-7	0	1	6	0	-33	4
COc1ccc(/C=N\NC(=O)c2cccc(Br)c2)c(OC)c1	4	5.2	5	1	2	2	0	1	-14
COc1ccccc1N1CCC(N2CCN(CC(C)(C)C)C(CCO)C2)CC1 (stereo not given)	-1	0.0	1	-2	0	-4	-5	8	-3
CCOc1ccc(C(=O)Nc2ccc(NC(=O)c3ccccc3)c(C)c2)cc1[N+](=O)[O-]	2	2.9	13	-1	10	-1	-4	10	-12
c1cncc(Nc2nc(-c3cccs3)cs2)c1	0	2.1	-12	-4	23	44	3	-48	15
O=C(Nc1cc(S(=O)(=O)N2CCOCC2)ccc1N1CCOCC1)c1cc2c(s1)CCC2	1	-1.6	8	-1	8	24	-1	-15	1
CCOC(=O)c1c(CSc2ccccc2)n(C)c2cc(Br)c(OC)c(O)c12	-4	0.3	18	3	5	6	-3	13	6
CC(=O)c1cccc(NC(=O)NC2CC(=O)N(c3ccc4c(c3)OCCO4)C2)c1 (stereo not given)	-8	-0.4	1	1	4	9	-1	8	10
O=C(NC(=S)Nc1cccc(NC(=O)c2ccccc2Cl)c1)c1cccs1	-3	1.4	38	-3	23	-1	0	18	4
O=C(/C=C/c1ccnc2ccccc12)c1cccs1	-6	-1.0	28	2	26	67*	-7	-31	-2
C=CCn1nc(-c2ccccc2)c(N2CCCCC2)cc1=O	-16	-1.2	17	-1	-7	-3	3	-3	-5
Cn1c2c(c(=O)n(C)c1=O)C(C(F)(F)F)(C(F)(F)F)N=C(c1ccc(Cl)cc1)N2	-20	15	-6	0	-1	59*	8	94*	-8
O=C(CCNC(=O)c1ccccc1Cl)NCCC1=CCCCC1	-5	2.3	-1	4	2	12	-2	5	11
O=C(O)CCOc1ccc2c(c1)OCCO2	8	1.6	-9	-1	-13	4	4	4	6
COc1ccc2c(c1)OC13CCN(C)CC1C2C(C(=O)c1ccc(F)cc1)C(=O)N3 (stereo not given)	-5	0.1	-9	-1	-7	4	-1	-3	-11
CCc1nnc(NC(=O)C(NS(=O)(=O)c2ccc3c(c2)OCCO3)C(C)C)s1 (stereo not given)	-3	0.3	11	-7	-5	4	-1	-9	7
COc1ccc(CC(=O)OC2CCCN(C)C2)cc1 (stereo not given)	-8	1.4	-13	-3	6	-7	-2	4	7
O=C(Nc1ccc(CSc2ccccc2)cc1)c1ccccc1	-3	1.6	8	0	5	2	2	-11	9
COc1ccc(NC2CCCN(C(=O)CN3CCOC3=O)C2)cc1 (stereo not given)	12	1.6	-6	1	0	11	-3	-10	-14
COc1ccc(NC(=O)NNC(=O)c2ccccc2-n2cccc2)cc1OC	-14	-0.8	14	-4	0	-2	-5	12	13
O=S(=O)(c1ccc2c(c1)C(=NO)c1cc(S(=O)(=O)N3CCCCC3)ccc1-2)N1CCCCC1	39	149*	25	13	27	3	134*	95*	12
CNc1oc(-c2ccc(Cl)cc2)nc1P(=O)(c1ccccc1)c1ccccc1	4	-0.2	14	1	16	26	0	31	6
CCOc1ccccc1/C=C(/NC(=O)c1ccccc1)C(=O)NC(C)c1ccccc1 (stereo not given)	4	1.7	-8	-2	4	6	-2	18	-11
CN(c1ccccc1C(=O)Nc1ccc2ccccc2c1)S(C)(=O)=O	-7	-0.1	12	0	3	19	-1	-4	-15
Cc1ccc(C(=O)O/N=C(\N)Cc2cccs2)cc1[N+](=O)[O-]	-12	-0.4	-11	27	-18	88*	0	4	-201
CC(=O)N(C)c1ccc(NC(=S)Nc2ccc(C(C)C)cc2)cc1	52*	1.2	20	-3	1	16	-2	14	11
Cc1ccc(S(=O)(=O)N/N=C/c2ccccc2O)cc1[N+](=O)[O-]	0	-0.1	17	-4	10	-5	5	2	4
Cc1cccc(NC(=O)c2ccc(N3CCOCC3)c([N+](=O)[O-])c2)n1	4	4.8	7	-3	-6	-2	1	-17	7
CCCc1nc2nc(C)c(NS(=O)(=O)c3ccc(C(C)(C)C)cc3)c(=O)n2[nH]1	-9	1.9	3	-2	1	3	0	22	-18
Cc1ccc2cccc(OCC(=O)NCc3ccco3)c2n1	4	-0.8	2	-1	0	14	1	-3	4
O=C(NNc1nc2c(F)cccc2s1)C1COc2ccccc2O1 (stereo not given)	-14	-1.1	-6	-4	4	5	3	9	-10
CCN(Cc1ccccc1)Cc1c(F)cccc1F	-1	-0.3	12	-1	3	10	-4	-32	-5
Cn1c(C(=O)O)cnc1Sc1ncc(C(F)(F)F)cc1Cl	14	-1.7	7	-4	4	-3	1	3	5
CC(C)c1ccccc1NC(=O)C1CC(=O)N(C2CCCC2)C1 (stereo not given)	7	1.0	0	0	-3	-5	-6	7	0
Oc1oc(-c2ccc(Br)cc2)nc1C=Nc1ccc(Br)cn1	1	1.8	3	-3	0	5	-1	-9	1
O=C1C(=O)N(CCN2CCOCC2)C(c2ccccn2)/C1=C(/O)c1ccc(Cl)cc1 (stereo not given)	0	0.3	2	11	-5	8	0	-14	7
CCCCNC(=O)/C(=C/c1ccco1)NC(=O)c1ccco1	2	3.8	2	0	2	4	-5	-22	17
COC(=O)COc1c(Cl)cc(C(c2c(C)[nH][nH]c2=O)c2c(C)[nH][nH]c2=O)cc1OC	-5	0.4	12	-2	4	1	2	-4	-5
CCC(=NCCc1c(C)[nH]c2ccc(OC(F)(F)F)cc12)C1=C(O)CC(c2ccccc2)CC1=O (stereo not given)	39	1.9	14	-1	16	2	13	66*	-29
COc1ccc(NC(=O)c2ccco2)c(NC(=O)Cc2cccs2)c1	-27	-0.8	-10	-2	6	9	-4	0	20
O=C1NC(Cc2c[nH]c3ccccc23)C(=O)N1Cc1ccccc1 (stereo not given)	-3	0.8	10	0	5	-3	-4	17	10
CC(C)=CCCC(C)CN1CCC(n2nccc2NC(=O)c2ccc3c(c2)OCO3)CC1 (stereo not given)	15	0.5	16	-1	6	5	-2	23	0
COCCSc1ccccc1C(=O)Nc1cc(C)on1	-19	-0.9	9	-5	-1	3	-4	10	-7
CCCCc1ccc(NC(=O)N2CCNC(=O)C2CC(=O)Nc2ccsc2C(=O)OC)cc1 (stereo not given)	5	0.0	-12	6	-1	14	-4	29	6
COc1ccc(CCNC(=O)C2CCN(C(=O)c3ccc(C(C)(C)C)cc3)CC2)cc1	-3	6.9	22	-1	4	10	0	5	11
Cc1ccccc1Sc1ncccc1[N+](=O)[O-]	-12	1.1	12	-1	7	-10	-2	1	-18
CCOC(=O)c1c(NC(=O)/C=C/C(=O)O)sc(C)c1-c1ccc(F)cc1	-6	-0.5	15	-2	-16	30	1	27	24
O=C(Nc1nccs1)Oc1ccccc1	8	-2.2	3	-3	10	1	0	13	5
COc1ccc(CNC(=O)c2ccc(N3CCC4(CC3)CC(c3ccc(Cl)cc3)=NO4)c(N)c2)cc1	·	1.5	·	-3	·	8	1	18	-72

The listing continues:
Molecule	EBI2 block	UPR CHOP act	CCR6 antagonist	APJ ag	CXCR6 inh	tim23-1 inh	XBP1 UPR activ	Mdm2 MdmX PPI	APJ antagonist
CN1CCN(c2cc(C(F)(F)F)nc3ccc(F)cc23)CC1	7	0.9	7	0	8	4	-1	-12	14
O=C(Nc1cccc(S(=O)(=O)N2CCCC2)c1)c1ccncc1	-4	0.3	8	-1	4	4	-3	-8	12
c1ccc(CCN2CN(CCCN3CCOCC3)c3nc4ccccc4n3C2)cc1	8	-0.3	1	-1	6	7	1	-35	17
CCCn1c(=S)[nH]c2ccc(C(F)(F)F)cc21	-4	-2.5	-7	0	-3	37	0	-20	20
CCCn1c(=O)[nH]c(=O)c2c1nc(-c1ccc(C(F)(F)F)cc1)n2CCOC	-1	-0.9	3	-2	5	17	-4	13	-23
O=C(NCCN1CCOCC1)C1CCN(S(=O)(=O)N2CCCCC2)CC1	-15	-1.1	-2	3	-4	-11	-1	1	6

Pulled by structure from the list above, 2 records:
Molecule	EBI2 block	UPR CHOP act	CCR6 antagonist	APJ ag	CXCR6 inh	tim23-1 inh	XBP1 UPR activ	Mdm2 MdmX PPI	APJ antagonist
c1cncc(Nc2nc(-c3cccs3)cs2)c1	0	2.1	-12	-4	23	44	3	-48	15
O=C(O)CCOc1ccc2c(c1)OCCO2	8	1.6	-9	-1	-13	4	4	4	6
